pPAFAH inh – pPAFAH enzyme inhibitors, primary screen, biochemical, fluorescence polarization, human; AID 463082, 2010; recombinant pPAFAH, FP-rhodamine probe fluorescence polarization; Platelet-activating factor acetylhydrolase (Homo sapiens), Q13093; 330,000 compounds, 1.5% hits; inhibition, % at 3.39 µM;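 active = inhibition above the mean inhibition across the screen plus 3 SD, cut at about 25% in these data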;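 also: inhibitors block binding of the rhodamine activity-based probe so polarization drops; 0% = enzyme with DMSO and 100% = wells lacking pPAFAH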
LYPLA1 inh – LYPLA1 inhibitors, primary screen, counter-screen for PME1 inhibitor project, biochemical, fluorescence polarization, FP-Rh probe ABPP; inhibition, % at 5.9 µM; recombinant LYPLA1; AID 2174, 2009; 320,000 compounds, 0.16% hits; Acyl-protein thioesterase 1 (Homo sapiens), O75608;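 active = inhibition above the mean of all tested compounds plus 3 SD, set per campaign, cut at about 14% in these data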;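 also: inhibitors block serine hydrolase probe labeling of LYPLA1 so polarization falls; 0% = enzyme with DMSO and 100% = wells lacking LYPLA1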
PAD4 FP inh – human PAD4 inhibitors, primary screen, biochemical, fluorescence polarization, 1536-well format; Protein-arginine deiminase type-4 (Homo sapiens), Q9UM07; recombinant PAD4, RCA probe fluorescence polarization; inhibition, % at 6.36 µM; 330,000 compounds, 0.41% hits;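 active = percent inhibition above a cutoff equal to the mean of all tested compounds plus 3 SD, cut at about 15% in these data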;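 also: 0% = PAD4 with RCA probe and DMSO and 100% = probe without PAD4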
PME-1 inh – PME-1 inhibitors via competitive probe labeling, primary screen, biochemical, fluorescence polarization, FP-Rh probe, HTS | Protein phosphatase methylesterase 1 (Homo sapiens), Q9Y570 | recombinant PME-1 | inhibition, % at 5.9 µM | 320,000 compounds, 0.53% hits | AID 2130, 2009;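 active = inhibition above the campaign mean of all compounds plus 3 SD, cut at about 26% in these data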;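 also: competitive labeling of PME-1 active site by serine hydrolase directed probe; 0% = PME-1 with DMSO and 100% = wells lacking PME-1 enzyme; inhibitors block probe labeling so polarization falls and inhibition rises; many of its hits are not listed in these tables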
PAFAH1B2 inh – PAFAH1B2 enzyme inhibitors, primary screen, biochemical, fluorescence polarization, human; Platelet-activating factor acetylhydrolase IB subunit alpha2 (Homo sapiens), P68402; recombinant PAFAH1B2, FP-rhodamine activity probe; inhibition, % at 3.39 µM; 340,000 compounds, 1.2% hits; AID 492953, 2010;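 active = inhibition above the mean of all tested compounds plus 3 SD, cut at about 24% in these data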;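 also: 0% = enzyme with DMSO and 100% = wells lacking PAFAH1B2; many of its hits are not listed in these tables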
Target sequence (P68402 whole entry, looked up): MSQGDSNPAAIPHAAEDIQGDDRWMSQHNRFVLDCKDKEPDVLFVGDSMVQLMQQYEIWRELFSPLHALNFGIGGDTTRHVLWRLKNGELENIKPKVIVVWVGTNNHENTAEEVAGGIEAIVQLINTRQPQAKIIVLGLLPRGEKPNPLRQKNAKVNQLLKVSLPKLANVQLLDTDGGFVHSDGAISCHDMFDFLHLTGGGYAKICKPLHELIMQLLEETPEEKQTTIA
LYPLA2 inh – LYPLA2 inhibitors, primary screen, counter-screen for PME1 inhibitor project, biochemical, fluorescence polarization, FP-Rh probe ABPP; Acyl-protein thioesterase 2 (Homo sapiens), O95372; recombinant LYPLA2; inhibition, % at 5.9 µM; 320,000 compounds, 0.38% hits; AID 2177, 2009;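 active = inhibition above the screen-wide mean plus 3 SD, limit set per campaign, cut at about 26% in these data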;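 also: 0% = LYPLA2 with DMSO and 100% = wells lacking LYPLA2 enzyme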
Target sequence (O95372 whole entry, looked up): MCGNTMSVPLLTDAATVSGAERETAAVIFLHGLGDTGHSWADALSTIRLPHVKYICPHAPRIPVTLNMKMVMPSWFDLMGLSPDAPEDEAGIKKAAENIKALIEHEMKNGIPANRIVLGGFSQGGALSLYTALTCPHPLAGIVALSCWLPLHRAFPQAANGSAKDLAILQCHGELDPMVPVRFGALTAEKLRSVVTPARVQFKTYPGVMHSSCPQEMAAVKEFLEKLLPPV
PAFAH1B3 inh – PAFAH1B3 enzyme inhibitors, primary screen, biochemical, fluorescence polarization, human | recombinant PAFAH1B3, FP-rhodamine probe | inhibition, % at 3.39 µM | Platelet-activating factor acetylhydrolase IB subunit alpha1 (Homo sapiens), Q15102 | 340,000 compounds, 0.28% hits;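 active = inhibition above the screen-wide average of all tested compounds plus 3 SD, cut at about 25% in these data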;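 also: 0% = enzyme with DMSO only and 100% = wells lacking PAFAH1B3 protein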
Target sequence (Q15102 whole entry, looked up): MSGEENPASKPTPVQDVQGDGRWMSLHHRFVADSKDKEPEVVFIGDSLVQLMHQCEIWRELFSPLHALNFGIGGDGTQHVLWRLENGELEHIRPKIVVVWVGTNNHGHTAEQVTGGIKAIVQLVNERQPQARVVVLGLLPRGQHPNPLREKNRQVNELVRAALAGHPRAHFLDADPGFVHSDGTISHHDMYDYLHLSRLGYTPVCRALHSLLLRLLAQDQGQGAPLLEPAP
PAFAH2 FP inh – PAFAH2 enzyme inhibitors, primary screen, biochemical, fluorescence polarization, human; recombinant PAFAH2, FP-rhodamine activity probe; Platelet-activating factor acetylhydrolase 2, cytoplasmic (Homo sapiens), Q99487; AID 492956, 2010; 340,000 compounds, 0.99% hits; inhibition, % at 3.39 µM;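 active = inhibition above the mean over all tested compounds plus 3 SD, cut at about 30% in these data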;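 also: inhibitors block probe labeling of enzyme so polarization drops; 0% = enzyme with DMSO and 100% = wells lacking PAFAH2 protein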
GSTO1 counter – inhibitors of recombinant GSTO1, primary screen, counter-screen for RBBP9 inhibitor project, biochemical, fluorescence polarization. inhibition, % at 5.96 µM. 300,000 compounds, 1.1% hits. activity-based probe fluorescence polarization. Glutathione S-transferase omega-1 (Homo sapiens), P78417;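 active = inhibition above the campaign mean inhibition plus 3 SD, cut at about 35% in these data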;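 also: 0% = GSTO1-1 with DMSO and 100% = wells lacking GSTO1-1 enzyme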
Target sequence (P78417 whole entry, looked up): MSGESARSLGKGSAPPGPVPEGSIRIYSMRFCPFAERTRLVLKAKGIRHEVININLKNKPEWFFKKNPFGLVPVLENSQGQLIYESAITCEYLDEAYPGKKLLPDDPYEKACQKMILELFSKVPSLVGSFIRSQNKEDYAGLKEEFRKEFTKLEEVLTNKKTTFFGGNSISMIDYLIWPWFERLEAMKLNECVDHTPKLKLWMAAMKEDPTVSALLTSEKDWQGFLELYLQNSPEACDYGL
Active calls of the source: *; / = not tested or not shown. These rows are one share of the data, so the mix of outcomes need not match the whole.

mol	pPAFAH inh	LYPLA1 inh	PAD4 FP inh	PME-1 inh	PAFAH1B2 inh	LYPLA2 inh	PAFAH1B3 inh	PAFAH2 FP inh	GSTO1 counter
CC(C)C(=O)Nc1nnc(S(=O)(=O)N2CCCc3ccccc32)s1	1.4	-1.4	1.0	0.8	9.4	-5.2	2.9	15.2	-10.8
COCCCNC(=O)C1CCN(S(=O)(=O)c2ccc3nc4c(c(C(=O)O)c3c2)CCCCC4)CC1	3.2	-2.8	-0.2	0.7	2.8	3.8	4.6	-2.3	-0.3
Fc1ccccc1Nc1nc(-c2ccncc2)nc2ccccc12	0.0	-2.8	-4.4	6.6	3.3	1.6	2.3	4.0	1.4
COc1ccc(Nc2nc(N3CCN(S(C)(=O)=O)CC3)nc3ccccc23)c(OC)c1	-1.3	1.3	1.2	2.8	3.9	3.9	7.9	-0.9	2.5
CCn1c(-c2ccccc2)c(C(=O)O)c2ccccc21	4.7	5.5	0.1	-4.1	4.6	10.2	5.3	-5.2	7.6
Nc1cc(OC(=O)c2cccs2)nn1S(=O)(=O)c1ccc(F)cc1	7.2	-0.3	4.5	1.4	9.3	-1.1	6.5	2.6	5.4
O=C(Nc1ccc2ccccc2c1)c1ccc(Cl)cc1Cl	3.3	0.3	-8.4	-0.3	-12.9	-5.6	3.9	-12.7	-11.4
Cc1ccc2nc(NC(=O)CN3C(=O)C4CC=CCC4C3=O)sc2c1 (stereo not given)	2.6	-0.2	0.9	-8.8	-1.6	3.1	3.1	-2.3	7.2
Cc1[nH]c(SCC(=O)c2c(N)n(C)c(=O)n(C)c2=O)nc1Cc1ccccc1	3.6	/	0.7	/	4.7	/	5.9	8.4	/
NNC(=O)C1=NOC(CNc2ncc(C(F)(F)F)cc2Cl)C1 (stereo not given)	2.6	-4.5	-2.5	-9.4	1.0	7.0	1.7	2.7	-0.2
O=C(C1CCC(=O)N(C2CC2)C1)N1CCN(c2ccccc2Cl)CC1 (stereo not given)	1.5	-1.7	-2.6	1.4	3.6	1.4	0.9	-3.9	0.2
CCOC(=O)N1CCN(C(=O)C2CCN(CC3CCCCC3)CC2)CC1	2.7	-2.3	-1.1	0.3	6.0	-3.3	6.5	5.7	-0.9
Cc1ccc(C23CC4CC(CC(C(=O)N(C)C)(C4)C2)C3)cc1	-1.3	2.8	4.9	4.0	0.7	6.1	9.1	-1.8	0.4
CCCn1c(=N)c(S(=O)(=O)c2ccccc2)cc2c(=O)n3ccccc3nc21	6.7	-0.5	-1.4	2.5	4.1	0.3	3.7	13.6	2.6
Cc1ccc(C(=O)N2CCN(c3ncccn3)CC2)o1	4.0	-3.5	-0.7	-5.8	1.0	-8.7	3.4	0.1	1.4
CCCCC[C@@H]1C=C(C(=O)O)[C@H](c2ccc(OC)c(OC)c2)N1S(=O)(=O)c1ccc(C)cc1	-3.8	/	-2.4	/	8.4	/	1.0	4.3	/
CCOc1ccc(S(=O)(=O)NCCC(=O)N2CCCC(C)C2)cc1 (stereo not given)	4.1	0.9	2.3	4.7	0.7	2.4	2.8	5.5	7.8
Cc1ccc(CNC(=O)CCCC(=O)Nc2cc(C)on2)cc1	1.4	0.9	-1.1	-0.6	3.3	6.8	3.2	1.4	4.2
CSc1ccc(C#N)cc1NC(=O)c1cccc(Cl)c1	-0.5	-1.4	-1.9	-0.4	3.6	1.2	4.6	3.2	5.4
CC(=O)Nc1ccc(NC(=O)CC2SC(=O)N(CC(=O)c3ccccc3)C2=O)cc1 (stereo not given)	-2.6	-4.2	4.5	0.4	3.9	-4.5	-1.2	2.3	3.7
CC(C)CN(C(=O)COC(=O)Cc1c[nH]c2ccccc12)C1CCS(=O)(=O)C1 (stereo not given)	2.5	1.0	0.4	5.9	0.4	4.6	1.9	-7.7	-1.6
CCOC(=O)C1(Cc2cccc(OC)c2)CCCN(Cc2nccn2CC)C1 (stereo not given)	-4.0	-1.5	-0.8	2.1	2.0	-7.8	5.6	4.5	1.6
COC(=O)c1c(NC(=O)C(=O)NCCCN2CCOCC2)sc2c1CCC2	4.6	-2.0	-2.6	-4.3	-4.0	-7.5	0.8	5.4	5.7
O=C(COC(=O)CNC(=O)c1ccccc1F)NCCNC(=O)COC(=O)CNC(=O)c1ccccc1F	-2.6	-0.4	-2.6	4.2	7.0	1.5	5.0	0.9	5.0
COc1ccc(NC(=O)C2CCN(c3ncnc4c3nc3n4CCCCC3)CC2)c(OC)c1	6.2	0.1	-3.4	-3.1	-2.2	-2.9	5.5	-5.4	1.5
CCOc1ccc(/C=N/NC(=O)c2ccccc2O)cc1CN1CC2CC(C1)c1cccc(=O)n1C2 (stereo not given)	3.0	-1.0	-10.3	-0.8	8.2	7.3	9.1	1.1	/
COc1ccc(/C=N/NC(=O)C(C)n2cnc3ccccc3c2=O)cc1 (stereo not given)	9.4	-0.7	-7.0	-3.0	3.4	1.7	10.7	-7.3	-3.5
COC(=O)c1ccc(-n2nnnc2SCc2ccccc2OC)cc1	6.2	-2.8	-5.8	-0.8	3.6	-7.4	3.0	7.5	-6.7
O=C1CC(c2ccc(S(=O)(=O)NCc3ccccc3)cc2)CN1 (stereo not given)	-3.9	2.2	-10.1	2.1	2.6	-2.5	-3.4	-4.4	6.8
CCOC(=O)c1sc(=S)n(CC)c1NC(=O)c1ccccc1C	-3.9	1.6	0.2	0.7	/	6.1	/	/	9.7
COCCCNC(=O)c1ccc(Cn2c(=O)c3ccccc3n(Cc3ccccc3C#N)c2=O)cc1	-0.8	-0.2	0.0	0.1	-5.8	0.4	-2.8	-17.8	2.7
O=C(CCCCn1c(=O)c2ccccc2n(Cc2ccc(F)cc2Cl)c1=O)NCc1ccco1	7.7	-6.1	-1.8	1.8	-0.5	-10.0	-2.8	1.9	-10.3
Cn1cc2cc(NC(N)=S)ccc2n1	2.9	1.7	1.0	-4.2	3.2	-0.4	-4.2	-3.7	2.8
CN1CCN(C2CCCCC2NS(=O)(=O)c2ccccc2)CC1 (stereo not given)	-5.6	-2.8	1.6	2.9	-1.5	-4.3	3.3	3.1	-0.2
CC(=O)Nc1ccc(S(=O)(=O)N2CCN(Cc3ccccn3)CC2)cc1	-4.7	-1.9	-3.3	-4.8	1.0	3.9	5.3	-1.7	1.9
CCCn1nc(NC(=O)C2CCCO2)c2cc3ccc(C)cc3nc21 (stereo not given)	1.1	0.6	-4.4	-1.3	2.6	-3.6	-0.4	2.2	-2.5
CN(/N=C/Cc1nnnn1-c1ccc(Cl)cc1)c1ccccc1	-7.4	-1.5	-12.1	-6.4	11.3	-11.4	4.0	-3.0	-4.8
Nc1ccc(C(=O)n2c3ccccc3c3ccccc32)cc1	1.9	4.9	-3.0	5.9	3.1	3.0	6.6	10.5	-6.6
COC1=CCC2([N+](=O)[O-])CN(CC(=O)O)CC1([N+](=O)[O-])C2 (stereo not given)	2.3	2.9	2.8	-2.3	7.5	5.8	3.9	5.7	4.7
O=C(O)CCCC(=O)Nc1ccc(Br)cc1C(=O)O	-3.1	-0.6	2.6	-3.3	27.2*	-6.1	8.4	-5.1	-7.8
C#CCNC(=O)C1=C[C@H](C(C)(C)C)C[C@H](OCc2ccc(CO)cc2)O1	0.7	4.8	0.7	3.1	3.3	4.7	8.3	-1.4	-2.9
CON1C(=O)C(=O)N(OC)C(C)(C)C1C (stereo not given)	-0.3	0.4	-0.5	-7.7	-1.7	-1.0	1.2	1.4	-7.0
CNC(=O)c1[nH]cnc1C(=O)N[C@@H](CCCCNC(=O)OC(C)(C)C)C(=O)OC(C)(C)C	4.1	0.9	-5.2	-2.1	-0.1	-1.2	4.0	1.4	3.9
CCOC(=O)Nc1ccc2c(c1)N(C(=O)CCCl)c1ccccc1[S@]2=O	7.2	3.6	2.1	-2.6	-2.7	4.5	0.3	-4.3	0.3
O=C(O)CCCNS(=O)(=O)c1ccccc1	4.0	1.4	-4.2	-4.5	3.8	-2.9	-2.3	3.0	-3.3
O=S(=O)(Nc1ncccn1)c1ccc(Cl)cc1	8.8	0.3	-2.2	-1.9	-1.3	3.8	3.5	4.8	1.8
Cc1cc(C)n2nc(SCC(=O)N3CCc4ccccc43)nc2n1	-6.0	-0.1	-1.9	2.8	-4.8	-5.7	7.0	-7.1	-1.2
CCOc1ccccc1NC(=O)N1CCC(NC(=O)c2ccccc2C)CC1	1.9	-1.2	-3.1	-2.6	-3.7	4.8	-0.3	3.2	-5.4
CC(=O)Nc1ccc(/C=C(\C#N)C(=O)NC2CCCCC2)cc1	-6.6	7.3	6.0	5.0	5.4	-0.7	7.0	-1.9	-2.2
Cc1ccc(C)c(N2CCN(C(=O)c3cn(C)c4ccc(S(=O)(=O)N(C)C)cc4c3=O)CC2)c1	5.4	-0.7	-4.3	13.4	5.5	0.5	2.6	-0.9	4.5

Bioassay records as filed in PubChem.
